GAA inhib: inhibitors of human lysosomal alpha-glucosidase | Potency, µM (series often up to 76.9 µM), for inactives: at the top dose activity change, negative = inhibition, actives largely listed as inhibitors | actives 0.005% (n = 200,000) | purified human GAA, 4-MU-alpha-glucoside fluorescence | AID 1466;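 note: plate controls were uninhibited enzyme wells for no effect and no-enzyme background for full effect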
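Enzyme (4 nM final) mixed with compound (up to 77 uM), then 4-MU-alpha-D-pyranoside (400 uM final) added; 20 min at room temperature, pH 5.0. Reaction stopped at pH 10, fluorescence read, AC50 derived by Hill fit.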
aGal spleen mod: alpha-galactosidase A (human) modulation. P06280. human spleen homogenate, 4MU-alpha-Gal fluorescence, 40 min. Potency, µM (top dose mostly 80 µM), for the others: at the highest dose activity change, negative = inhibition, hits mostly inhibitors. actives 0.008% (n = 240,000). AID 2107;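 note: 0% = enzyme with vehicle and -100% = no enzyme basal signal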
Target sequence (P06280 32-429 limits assumed): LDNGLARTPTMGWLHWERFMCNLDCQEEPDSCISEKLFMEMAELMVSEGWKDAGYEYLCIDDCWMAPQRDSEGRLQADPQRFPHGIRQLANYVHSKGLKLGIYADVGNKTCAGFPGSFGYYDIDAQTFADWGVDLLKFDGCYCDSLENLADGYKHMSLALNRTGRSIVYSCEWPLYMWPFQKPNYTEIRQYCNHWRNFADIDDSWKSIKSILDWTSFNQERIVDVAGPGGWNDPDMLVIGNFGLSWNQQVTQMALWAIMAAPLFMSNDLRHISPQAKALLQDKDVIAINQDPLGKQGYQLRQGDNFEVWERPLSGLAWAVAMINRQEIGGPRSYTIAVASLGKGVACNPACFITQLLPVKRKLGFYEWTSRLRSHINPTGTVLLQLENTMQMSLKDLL
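Fluorogenic readout (Ex 365/Em 440 nm) of 4-methylumbelliferone released from 1 mM 4-MU-alpha-galactoside by spleen homogenate, 40 min at 37C, pH 5.0. Data normalized to no-enzyme and enzyme controls; Hill-equation AC50 from compound titrations.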
GAA glycogen: alters human alpha-glucosidase cleavage of glycogen; Potency, µM (highest dose often 76.4 µM), for the others: at the top dose activity change, negative = inhibition, hits mostly inhibitors; actives 0.38% (n = 300,000); recombinant GAA, glycogen substrate, Amplex Red glucose oxidase fluorescence; P10253;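 note: 0% = full enzyme reaction and -100% = no-enzyme basal signal; the screen sought inhibitors and activators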
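Recombinant enzyme (4 nM final) with compounds titrated up to 77 uM and bovine liver glycogen (30 ug) in citrate pH 5.0, 0.01% Tween-20, 37 C 40 min. Released glucose detected by Amplex Red/glucose oxidase (Ex 573/Em 610); AC50 from Hill fits.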
Tau ThT inhib: tau fibrillization inhibition (ThT binding); P10636; AID 1460; Potency, µM (top dose mostly 57.4 µM), without a hit: top-dose activity, negative = inhibition, actives largely listed as inhibitors; actives 2.1% (n = 270,000); recombinant tau K18 P301L, heparin-induced fibrillization, ThT fluorescence; note: % is set by controls: 0 for no effect and ±100 for the full control effect; nearly all actives have a fitted effect of over 55% in size
Target sequence (P10636 561-689 P618L limits assumed): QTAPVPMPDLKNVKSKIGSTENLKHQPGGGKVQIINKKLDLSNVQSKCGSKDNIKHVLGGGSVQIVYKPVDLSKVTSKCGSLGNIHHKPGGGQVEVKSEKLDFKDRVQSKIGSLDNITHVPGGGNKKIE
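Heparin-induced (20 uM) aggregation of recombinant human K18 P301L tau, 15 uM unlabeled with 0.24 uM labeled, pH 7 acetate buffer, 6 hr at 37 C with compound. Fibrils quantified by 30 uM ThT fluorescence after 1 hr ambient incubation.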
GAA spleen mod: inhibits or activates alpha-glucosidase in human spleen homogenate. P10253. human spleen homogenate, 4-MU-alpha-glucoside fluorescence. Potency, µM (top dose mostly 79.9 µM), for inactives: top-dose activity change, negative = inhibition, actives largely listed as inhibitors. actives 0.006% (n = 240,000);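 note: 0% = enzyme with vehicle and -100% = no enzyme basal signal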
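AC50 values come from Hill-equation fits of concentration-response data, normalized to no-enzyme and full-activity controls. Enzyme source: 1 ug human spleen homogenate; 1 mM fluorogenic 4-MU glucoside, pH 5.0 citrate buffer, 37 C, 40 min.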
HTT cytoprotect: protects HTT-Q103 PC12 cells, measured by ATP. Potency, µM (highest dose often 56.4 µM), for the others: cytoprotection (ATP increase), most hits filed as activators. AID 1471. PC12 HTT-Q103 induced, cytoprotection, ATP luminescence, 40 h. actives 0.14% (n = 230,000);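 note: % of control where 0% means no effect; nearly all actives have a fitted effect of over 45% in size; toxic huntingtin expression switched on by the ecdysone agonist tebufenozide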
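ATP quantification (ATPlite) reports survival of PC12 cells in which tebufenozide, 100 nM final, switches on Htt exon 1 with 103 glutamines linked to GFP; compounds are titrated.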
Tau fluor counter: counter-screen for tau fibril formation inhibitors. tau K18 P301L Alexa594 fluorescence, heparin fibrillization. Potency, µM (doses to about 57.7 µM), for inactives: at the top dose activity change, negative = decrease. actives 0.93% (n = 280,000). AID 1463; note: % is set by controls: 0 for no effect and ±100 for the full control effect; nearly all actives have a fitted effect of over 55% in size
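Human tau K18 P301L (15 uM unlabeled, 0.24 uM Alexa 594-labeled) in 100 mM sodium acetate pH 7 with 20 uM heparin, 6 hr at 37 C. ThT 30 uM added, 1 hr ambient; Alexa 594 FP and total fluorescence read at 555/632 nm.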
Tau fibril FP: inhibitors of human tau fibril formation | K18 P301L tau heparin fibrillization, Alexa594 FP, 6 h | actives 0.39% (n = 280,000) | Potency, µM (series often up to 57.7 µM), for the others: at the top dose activity, negative = inhibition, actives largely listed as inhibitors | P10636; note: % is set by controls: 0 for no effect and ±100 for the full control effect; nearly all actives have a fitted effect of over 55% in size
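Human K18 P301L fragment (15 uM unlabeled plus 0.24 uM Alexa 594-labeled) in 100 mM sodium acetate pH 7 with compound, aggregation induced by 20 uM heparin for 6 hr at 37 C. ThT (30 uM) added for 1 hr, then Alexa 594 FP read.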
An asterisk follows results filed as active; u = inconclusive; x = no result given; [ ] = dose if it differs, or a comment. Calls come from the whole dose curve; as a rule, active = well fitted curve in the direction sought with a large enough effect; inconclusive = small, poorly fitted or top-dose-only effect, or another doubt; inactive = no such curve, though single readings can be large; an effect the other way counts as inactive or inconclusive. Potency is the fitted concentration of half-maximal effect. This is a random part of the collection; 3.3% or so of the library scored in one or more.

Value order: GAA inhib | GAA spleen mod | GAA glycogen | Tau fibril FP | HTT cytoprotect | Tau ThT inhib | aGal spleen mod | Tau fluor counter
Cc1ccc(-n2c(Cc3ccccc3)nnc2SCc2nc(-c3cccs3)no2)cc1
 : x | x | u | 9.0% | x | -7.9% | x | -8.5%
Cc1cc(C)nc(SCCC(=O)N2CCOCC2)n1
 : -4.3% | -4.4% | 4.2% | 8.7% | 26.0%[10 µM] | -2.1% | -0.7% | 5.7%
O=C(Nc1cccc(S(=O)(=O)N2CCCCC2)c1)c1c2c(nc3ccccc13)CCN(Cc1ccccc1)C2
 : u | -1.1% | -12.3% | 7.9% | -8.5%[10 µM] | -7.6% | 3.4% | -14.1%
COc1ccc([C@@H]2C=C(C(=O)O)O[C@H](OCCCCO)C2)cc1
 : x | -1.4% | 0.1% | 3.0% | 10.5%[10 µM] | -0.6% | 1.2% | 10.5%
Nn1cnnc1N/N=C/c1cc(Br)cc(Br)c1O
 : -4.3% | -11.2% | -6.2% | -9.6% | -55.0%[inhibitor] | 14.1µM* | 3.6% | u
CCOc1cccc(C2C(C#N)=C(N)Oc3cc(C)n(Cc4ccccn4)c(=O)c32)c1OCC (stereo unspecified)
 : -0.2% | 4.2% | 6.0% | -3.4% | 6.3% | -0.1% | 10.3% | -3.0%
COCCNC(=O)c1c[nH]c2cc(OC)c(OC)cc2c1=O
 : -10.7% | 0.0% | -17.9% | 1.6% | 10.6%[10 µM] | 2.4% | 8.5% | 9.4%
CCN(CC)c1ccc(N=Nc2nn(C)c(C)c2[N+](=O)[O-])cc1
 : -2.7% | -10.5% | -15.6% | 10.3% | -20.9%[10 µM] | 15.8µM* | -11.1% | u
CCN1CCc2nc3ccccc3c(C(=O)Nc3ccc(C#N)cc3)c2C1
 : -5.4% | -9.5% | 10.9% | -0.1% | -5.3% | -2.8% | 6.9% | -4.7%
COc1cccc(NC(=O)c2ccncc2)c1
 : -2.5% | 8.1% | 5.0% | -3.1% | -7.3% | -9.7% | 13.9% | -7.3%
COc1cccc(Nc2nc3cc(Cl)c(Cl)cc3nc2-n2nc(C)cc2C)c1
 : x | x | -6.1%[76.3 µM] | -1.6% | x | -8.0% | x | -15.2%
N/C(=N\c1nc2ccccc2o1)NC(=O)c1cccc(Br)c1
 : -0.5% | 0.2% | 7.2% | -8.5% | -9.8%[10 µM] | -2.9% | 5.0% | -3.6%
CC(=O)C1=C(O)C(=O)N(CCc2c[nH]c3ccccc23)C1c1ccco1 (stereo unspecified)
 : 1.6% | -10.5% | 6.8% | -1.9% | u | u | 15.8% | -10.2%
COC(=O)COc1ccc(S(=O)(=O)NCc2cccnc2)cc1C
 : 2.0% | -1.3% | 2.9% | 0.9% | 12.6%[10 µM] | 5.0% | -7.0% | 3.6%
CCOc1ccc2[nH]c3c(N4CCN(C(=O)c5ccco5)CC4)ncnc3c2c1
 : -1.6%[15.4 µM] | -3.0% | -20.7% | 10.8% | 31.3%[10 µM] | u | 3.3% | u
COc1ccc(-c2nc(CS(=O)CC(=O)NCc3ccco3)c(C)o2)cc1OC (stereo unspecified)
 : -4.9%[15.4 µM] | -0.9% | -4.3% | -10.9% | -8.4% | u | 8.4% | -5.9%
Cc1cc(C(F)(F)F)n2ncc(-c3ccccc3)c2n1
 : -1.2% | -15.0% | -4.3% | -7.9% | 2.5%[1.9 µM] | u | -1.1% | -7.9%
Cc1cc(S(=O)(=O)Nc2ccc3c(c2)n(C)c(=O)n3C)ccc1F
 : 0.0% | -1.3% | 2.5% | 1.3% | -24.8% | 0.9% | 0.4% | 5.1%
Cc1cc(=O)[nH]c(N2CCN(C(c3ccccc3)c3ccccc3)CC2)n1
 : -2.1% | 9.1% | -7.9% | 0.4% | -4.3%[0.074 µM] | -17.2% | 0.3% | -2.8%
CCOC(=O)C1CCN(C(=O)Nc2ccc(OC)c(OC)c2)CC1
 : 4.8% | 5.5% | -1.0% | 4.3% | 1.4%[10 µM] | -8.2% | -0.4% | -0.3%
O=C1COc2ccc(C(=O)COC(=O)Cc3ccc(Cl)cc3)cc2N1
 : 6.4% | 4.2% | -12.1% | -1.9% | -18.0% | -5.7% | -3.1% | -15.5%
CSc1ccc(/C=N/N2CCN(C)CC2)cc1
 : -1.4% | -4.4% | -23.9% | 4.7% | 5.6%[10 µM] | -9.3% | 5.4% | -0.6%
O=C(NCCc1ccc(Cl)cc1)c1cccs1
 : -1.3% | -1.3% | 6.5% | u | -44.1% | -9.6% | 0.4% | -9.3%
CN1CCc2c(sc3c2C(=O)NC(c2ccco2)N3)C1 (stereo unspecified)
 : u | -3.8% | u | u | -12.1%[0.074 µM] | u | 7.5% | -20.6%
O=C(Nc1ccc2nc3ccccc3nc2c1)c1ccc(Br)cc1
 : -5.2% | -0.4% | 17.5% | 3.1% | -4.2%[10 µM] | u | -1.9% | -13.9%
O=C(COc1cccc2cccnc12)N1CCc2ccccc21
 : -5.2% | -8.9% | -1.6% | 4.5% | -13.2%[10 µM] | 4.5% | -24.7% | 5.0%
Cc1ccc2c(=O)[nH]c(Cc3ccccc3C(=O)O)nc2c1
 : x | -1.0% | 0.4% | 4.8% | -18.5%[10 µM] | 0.9% | -3.3% | 1.0%
CCn1cc(C(=O)N2CCCCC2)c(=O)c2cc(S(=O)(=O)N3CCC(C)CC3)ccc21
 : -2.4% | -5.9% | -6.5% | 10.8% | -5.7% | -15.6% | -3.9% | -11.6%
COc1ccc(NC(=O)CN2CCN(c3ccccc3Cl)CC2)cc1
 : u | -11.4% | -9.3% | 4.4% | 5.3%[10 µM] | -11.4% | -4.6% | -10.2%
CCCOP(=O)(OCCC)c1c([N+](=O)[O-])cc(C(F)(F)F)cc1[N+](=O)[O-]
 : u | -0.4% | 4.1% | 7.1% | -10.1% | -13.9% | 3.0% | -11.1%

Remaining list, next part.
Value order: GAA inhib | GAA spleen mod | GAA glycogen | Tau fibril FP | HTT cytoprotect | Tau ThT inhib | aGal spleen mod | Tau fluor counter
Cc1ccc(O)c(N=Cc2cccs2)c1
 : -5.8% | -3.6% | 8.1% | u | x | 25.1µM* | 9.1% | u
Cn1nnc(NC(=O)c2cccs2)n1
 : 0.1% | 0.4% | 3.8% | 8.8% | -21.7% | 2.0% | -7.9% | 1.5%
CCCCOc1cccc(C2c3c(oc4ccccc4c3=O)C(=O)N2c2ccccn2)c1 (stereo unspecified)
 : x | x | 5.1%[76.3 µM] | -8.8% | x | -15.6% | x | -23.2%
O=C(O)c1nc2cc(Cl)c(Cl)cc2[nH]c1=O
 : x | 2.3% | x | -11.2% | x | -17.4% | 7.7% | -6.5%
Nn1cnnc1SC1CCCCC1NS(=O)(=O)c1ccccc1 (stereo unspecified)
 : -6.9% | 3.6% | -2.3% | -1.1% | -4.4% | -1.5% | 6.5% | -2.2%
Cn1c(=O)c2c(ncn2CC(O)CNc2cccc(Cl)c2)n(C)c1=O (stereo unspecified)
 : 8.8% | 3.3% | -6.7% | 4.0% | 17.3%[10 µM] | 2.5% | 3.9% | 2.0%
CC1CCCCN1CCCNC(=O)Cn1ncc2c([nH]c3ccccc32)c1=O (stereo unspecified)
 : x | x | -7.5%[76.3 µM] | -5.2% | x | -18.3% | x | -24.1%
O=C(NC1(C(F)(F)F)NC(=O)N(Cc2ccco2)C1=O)c1cccnc1 (stereo unspecified)
 : u | 11.3% | 5.6% | -2.7% | 9.9%[10 µM] | -4.7% | 18.1% | 0.1%
CCCNC(=O)CS(=O)(=O)Cc1nc(-c2cccc(OC)c2)oc1C
 : -11.0% | -1.7% | 2.9% | -1.5% | -4.2% | -13.3% | -0.6% | -3.5%
CCCCOc1ccc(C2=NC(c3ccncc3)=Nc3ccc(Br)cc3N2)cc1
 : x | x | 0.7%[76.3 µM] | -7.8% | x | u | x | u
COc1cc(/C=C2/C(=O)CNC2=O)ccc1O
 : -2.2% | 6.6% | u | 1.1% | -21.6%[10 µM] | -6.0% | 16.1% | 1.8%
Cn1c(SCC(=O)NC(c2ccccc2)c2ccccc2)nnc1-c1cccs1
 : -19.2% | 5.8% | -6.1% | 11.4% | -6.0% | -12.3% | 18.9% | -3.8%
COc1ccc([N+](=O)[O-])cc1NC(=S)NC(C)=O
 : 3.5% | 1.2% | 18.9% | 1.0% | 24.0%[10 µM] | -3.8% | -5.8% | 3.9%
O=C(O)C1C2C=CC(C2)C1C(=O)OCc1ccccc1 (stereo unspecified)
 : 0.2% | -3.1% | -9.1% | 2.8% | 16.3% | -2.1% | -1.0% | 2.3%
C=CCn1c(C)cc(C2=NNC(=NCC)SC2)c1C
 : -2.0% | -8.2% | -1.8% | -3.2% | x | u | 1.4% | -4.5%
Cc1cccc2c(CCNC(=O)c3ccc([N+](=O)[O-])cc3)c[nH]c12
 : 3.5% | -2.2% | -11.9% | 7.0% | 8.6%[10 µM] | u | 0.2% | u
COc1ccc2ccccc2c1CN1CCCC(CO)C1 (stereo unspecified)
 : 1.3% | -6.1% | 5.2% | 3.8% | 6.9% | -1.8% | -1.6% | 4.3%
CCCNc1nc(C)c(C(C)=O)cc1C#N
 : -5.2% | -1.6% | 0.5% | -1.8% | -2.4% | -10.1% | 3.2% | -10.6%
Cc1nccn1-c1ncnc2sc3c(c12)CCCC3
 : 7.5% | 2.3% | 0.8% | -5.3% | -0.6% | -8.8% | 7.9% | -9.0%

4 of the compounds above, as a markdown table:
| SMILES | GAA inhib | GAA spleen mod | GAA glycogen | Tau fibril FP | HTT cytoprotect | Tau ThT inhib | aGal spleen mod | Tau fluor counter |
| --- | --- | --- | --- | --- | --- | --- | --- | --- |
| O=C(O)C1C2C=CC(C2)C1C(=O)OCc1ccccc1 (stereo unspecified) | 0.2% | -3.1% | -9.1% | 2.8% | 16.3% | -2.1% | -1.0% | 2.3% |
| C=CCn1c(C)cc(C2=NNC(=NCC)SC2)c1C | -2.0% | -8.2% | -1.8% | -3.2% | x | u | 1.4% | -4.5% |
| Cc1cccc2c(CCNC(=O)c3ccc([N+](=O)[O-])cc3)c[nH]c12 | 3.5% | -2.2% | -11.9% | 7.0% | 8.6%[10 µM] | u | 0.2% | u |
| COc1ccc2ccccc2c1CN1CCCC(CO)C1 (stereo unspecified) | 1.3% | -6.1% | 5.2% | 3.8% | 6.9% | -1.8% | -1.6% | 4.3% |
